High-throughput results: PubChem BioAssay, several laboratories
UHRF1 MBD2 ctr – UHRF1 methyl-DNA binding inhibition; inhibition, % at 4.4 µM; 370,000 compounds, 0.75% hits; UHRF1 binding to methylated oligo, TR-FRET; in the data active = inhibition above about 21%;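 also: UHRF1 SRA domain binding a hemimethylated CpG hairpin DNA probe; 0% = median of test compound wells and 100% = reference inhibitor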
Target sequence (Q96T88 whole entry, looked up, the tested form may be a part): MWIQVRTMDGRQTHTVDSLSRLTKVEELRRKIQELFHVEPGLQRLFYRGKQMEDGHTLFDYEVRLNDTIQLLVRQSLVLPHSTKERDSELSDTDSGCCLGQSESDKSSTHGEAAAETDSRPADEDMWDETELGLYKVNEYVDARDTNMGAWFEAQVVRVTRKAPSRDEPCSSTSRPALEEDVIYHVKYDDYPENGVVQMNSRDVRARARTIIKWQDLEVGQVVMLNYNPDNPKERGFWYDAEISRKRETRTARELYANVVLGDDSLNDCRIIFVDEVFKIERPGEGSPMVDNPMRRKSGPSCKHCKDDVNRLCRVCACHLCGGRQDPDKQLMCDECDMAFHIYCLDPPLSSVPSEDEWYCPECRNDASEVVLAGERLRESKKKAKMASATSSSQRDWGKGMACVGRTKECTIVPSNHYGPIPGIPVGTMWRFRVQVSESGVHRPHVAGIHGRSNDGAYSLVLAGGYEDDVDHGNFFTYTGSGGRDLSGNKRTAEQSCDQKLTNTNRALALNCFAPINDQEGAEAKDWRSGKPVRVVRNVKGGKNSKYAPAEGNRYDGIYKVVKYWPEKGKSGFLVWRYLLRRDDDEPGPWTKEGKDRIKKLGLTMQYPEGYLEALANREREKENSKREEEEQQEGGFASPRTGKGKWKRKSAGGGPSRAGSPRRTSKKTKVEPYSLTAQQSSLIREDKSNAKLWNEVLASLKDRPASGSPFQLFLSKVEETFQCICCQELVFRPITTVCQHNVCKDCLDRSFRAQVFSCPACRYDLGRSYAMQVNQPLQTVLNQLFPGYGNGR
rCAG RNA binder – binds r(CAG) RNA repeats; r(CAG) RNA repeat, TO-PRO-1 dye displacement fluorescence; inhibition, % at 3 µM; 370,000 compounds, 1.3% hits;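 active = inhibition above the plate cutoff, the mean of all test compounds on that plate plus 3 SD, cut at about 35% in these data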;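 also: 0% = DMSO alone and 100% = 100 µM mitoxantrone as full dye displacement; higher means more dye released from RNA so lower well fluorescence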
HTRA1 inh – HTRA1 (human) protease inhibition. Q92743. recombinant HTRA1, FP-rhodamine activity-based probe, fluorescence polarization. inhibition, % at 5.96 µM. 340,000 compounds, 0.5% hits; in the data active = inhibition above about 36%;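 also: 0% = enzyme with DMSO and 100% = wells lacking enzyme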
ABHD4 inh – inhibitors of mouse ABHD4. Q8VD66. purified mABHD4, FP-Rh probe fluorescence polarization. inhibition, % at 8.92 µM. 370,000 compounds, 0.54% hits;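 active = inhibition exceeding the mean over every tested compound plus 3 SD, cut at about 30% in these data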;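 also: 0% = plate median of compound wells and 100% = S159A mutant with DMSO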
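Doses – 8.92 µM, single dose · Material – wild-type mouse ABHD4 protein · Replication – single well per compound (singlicate) · Measure – percent inhibition of probe binding, normalized to plate controls · Schedule – 45 min compound pre-incubation plus 60 min probe step, 25 °C · Detection – fluorescence polarization with parallel and perpendicular emission, 525/598 nm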
LEDGF integ inh – blocks HIV-1 LEDGF/p75-dependent DNA integration | TR-FRET IN-LEDGF/p75 DNA integration, Eu/Cy5 | 370,000 compounds, 0.64% hits | inhibition, % at 3.7 µM;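 active = inhibition above the screen-wide mean plus 3 SD, cut at about 13% in these data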;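 also: signal is the Cy5 over europium emission ratio at 671 and 618 nm; 0% = plate median of compound wells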
TCR CD3 inh – blocks the human TCR-CD3 interaction; TAMRA-labeled TCR probe fluorescence, biochemical; inhibition, % at 9.4 µM; 360,000 compounds, 0.37% hits; in the data active = inhibition above about 19%;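 also: recombinant mutant TCR 2C K166C tagged with TAMRA read by polarization; 0% = receptor in buffer alone and 100% = receptor with positive control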
PG9 Ab binder – PG9 antibody binding by small molecule; 360,000 compounds, 0.43% hits; inhibition, % at 6.7 µM; TR-FRET gp120-PG9 antibody binding; in the data active = inhibition above about 8.5%
MBD2 DNA inh – MBD2-methylated oligo binding inhibition; Q9UBB5; TR-FRET, MBD2 binding to methylated oligonucleotide; inhibition, % at 4.4 µM; 370,000 compounds, 0.31% hits; in the data active = inhibition above about 13%
Rev-erbA mod – Rev-erb alpha (human) modulation | Rev-erbα–FITC-DNA binding, fluorescence polarization, 90 min | activity, % at 10 µM | 370,000 compounds, 0.79% hits;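 active = activity above about 14%, limit read from the data; passing the limit was not always enough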;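 also: 0% = DMSO wells with 35 nM protein and 100% = DMSO wells with 750 nM protein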
PRMT1 inh – PRMT1 (human) inhibition, primary screen; recombinant PRMT1, activity-based probe fluorescence polarization; inhibition, % at 2.79 µM; 370,000 compounds, 1.3% hits;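 active = inhibition above about 21% made by adding two undisclosed values, limit read from the data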
* hit, by the source's call; / = no result given; & = joins results of further samples. Some of the compounds tested; the hit share may differ from the screen's.

1) COc1ccc(N2CCN(C(=O)CNS(=O)(=O)c3ccc(C)c(C)c3)CC2)cc1
2) CCCCOCCCNC(=O)C[C@@H]1C(=O)N(Cc2ccc(OC)cc2)C2=CCN(C(=O)OC(C)(C)C)C[C@]21C(=O)OCC
3) CCOc1ccc(NC(C)=O)cc1
4) NC(=O)CC[C@H](NC(=O)c1ccc(F)cc1)C(=O)OCC(=O)Nc1ccc(N2CCOCC2)cc1
5) CN(Cc1ccccc1)C(=O)COC(=O)c1ccccc1SCC(=O)N1CCCC1
6) Cc1ccc(-n2sc3ccccc3c2=O)cc1S(=O)(=O)N1CCCCC1
7) Cc1ccc(C)c(Cn2c(=O)n(-c3ccc(CC(=O)NCc4ccco4)cc3)c(=O)c3sccc32)c1
8) CN(C=O)c1cc([N+](=O)[O-])ccc1OCc1ccccc1
9) CC(C)(C)c1ccc(C2(C)NC(=O)N(CC(=O)c3ccc[nH]3)C2=O)cc1 (stereo unspecified)
10) COc1ccc(-n2ncc3c2CC(C)(C)CC3NC(=O)C2=CC(=O)CC(C)(C)O2)cc1 (stereo unspecified)

screen / no.	1	2	3	4	5	6	7	8	9	10
UHRF1 MBD2 ctr	5	0	1	4	2	16	1	0	2	1
rCAG RNA binder	-4	2	3	2	-7	24	5	2	8	-8
HTRA1 inh	3	/	4	5	-2	-2	-6	5	-2	-7
ABHD4 inh	4	7	3	-6	-4	-10	1	5	-4	4
LEDGF integ inh	1	-3	1	0	-4	2	2	3	5	1
TCR CD3 inh	7	/	-1	10	5	3	1	9	-9	6
PG9 Ab binder	-0.6	/	-2.6	-3.5	-0.7	2.0	4.0	0.7	-0.7	-0.3
MBD2 DNA inh	-3	3	-2	0	1	9	2	-11	2	3
Rev-erbA mod	1	2	2&-2	-1	-4	-4	9	8	9	2
PRMT1 inh	0	-4	-2	2	3	101*	0	1	0	0

Just UHRF1 MBD2 ctr and HTRA1 inh, for some of the entries so far:
item	Molecule	UHRF1 MBD2 ctr	HTRA1 inh
4	NC(=O)CC[C@H](NC(=O)c1ccc(F)cc1)C(=O)OCC(=O)Nc1ccc(N2CCOCC2)cc1	4	5
1	COc1ccc(N2CCN(C(=O)CNS(=O)(=O)c3ccc(C)c(C)c3)CC2)cc1	5	3
9	CC(C)(C)c1ccc(C2(C)NC(=O)N(CC(=O)c3ccc[nH]3)C2=O)cc1 (stereo unspecified)	2	-2

The listing continues.
11) CCOC(=O)c1cnc2c(ccc3ccccc32)c1N
12) CCC1CCCCN1C(=O)CSc1nnc(-c2ccc(Cl)s2)o1 (stereo unspecified)
13) CCOc1ccc(Oc2nc(NCC(C)C)nc(N(C)C)n2)nn1
14) O=c1[nH]c(C2CCN(S(=O)(=O)c3ccc(S(=O)(=O)NC4CC4)cc3)CC2)nc2c1nnn2Cc1cccc(F)c1
15) CCC1=C(OC(=O)N(CC)CC)N2C(=O)OC(=NCCc3c[nH]c4ccccc34)[C@]2(C)[C@H]2C1=CC[C@H]1C(=O)N(C)C(=O)[C@H]12
16) NC(=O)N/N=C/C=C/c1ccccc1
17) CCCCCCC/C=N/Nc1nnc(Cc2ccccc2)c(=O)[nH]1
18) O=C(O)C(c1ccccc1)N1C(=O)/C(=C/c2cccs2)SC1=S (stereo unspecified)
19) C=CCNC(=S)NNc1nc2c(c(=O)[nH]1)C1(CCCCC1)Cc1ccccc1-2
20) CCOC(=O)c1c(C)c(C(=O)Nc2ccc(N(C)C)cc2)c(C)n1CC

screen / no.	11	12	13	14	15	16	17	18	19	20
UHRF1 MBD2 ctr	0	0	2	0	-2	2	0	-5	-1	-2
rCAG RNA binder	1	-1	-11	10	1	-2	15	7	15	-3
HTRA1 inh	-11	3	-5	-49	1	6	-14	3	-18	13
ABHD4 inh	-6	-4	7	-8	1	-3	7	5	-11	4
LEDGF integ inh	60*	-7	2	1	0	6	-2	5	-3	-2
TCR CD3 inh	6	-1	4	-3	2	5	1	7	2	4
PG9 Ab binder	-1.1	-3.4	-1.3	0.5	0.9	-1.9	-0.2	-0.6	-0.8	-7.7
MBD2 DNA inh	-2	-6	-5	7	-5	-3	-4	-5	3	1
Rev-erbA mod	3	1	0	1	-5	-5	0	2	1	-4
PRMT1 inh	1	0	0	2	-2	-5	1	17	2	2

21) CCCn1cc(CN2CCCC(CNC(=O)c3ccc(F)cc3)C2)c(C)n1 (stereo unspecified)
22) CCOC(=O)[C@]12CCC=C1N(Cc1ccco1)C(=O)[C@H](CC(=O)NCCc1ccccc1OC)C2
23) COc1ccc(OC)c(NC(=O)C(=O)NCCC2=CCCCC2)c1
24) Cc1nn(Cc2ccc(Cl)cc2)c(C)c1NC(=O)c1c(-c2ccccc2)noc1C
25) Cc1[nH]nc(SCC(=O)NCc2ccccc2)c1[N+](=O)[O-]
26) CCOc1ccc(N2C(=O)Nc3ccc(Br)cc3C2(O)C(=O)NC(C)C)cc1 (stereo unspecified)
27) COc1ccc(C)cc1S(=O)(=O)Nc1cc2c3c(c1)CC(=O)N3CCC2
28) CCOC(=O)c1cc2sccc2n1CC(=O)N1CCc2ccccc21
29) CCN(CC(=O)N1CCOCC1)S(=O)(=O)c1ccc2ccccc2c1
30) CC(=O)Nc1ccc(N2CCC(C)CC2)c([N+](=O)[O-])c1

screen / no.	21	22	23	24	25	26	27	28	29	30
UHRF1 MBD2 ctr	-1	-2	1	-2	0	1	2	-2	0	-6
rCAG RNA binder	-1	8	1	-5	2	2	9	-4	-3	-1
HTRA1 inh	-3	/	-6	-12	-3	7	2	-5	-2	1
ABHD4 inh	1	4	-1	-8	4	-6	-4	-3	-7	5
LEDGF integ inh	0	-3	3	0	-1	-1	5	1	5	3
TCR CD3 inh	7	-5	1	4	10	-3	-8	1	5	6
PG9 Ab binder	-0.4	-0.8	1.3	-0.6	-2.1	-0.9	-1.8	-1.0	-0.5	-1.2
MBD2 DNA inh	-2	0	2	-2	1	-2	-4	1	-2	-8
Rev-erbA mod	-4	4	5	3	5	0	-9	1	-1	2
PRMT1 inh	2	4	2	0	0	-1	-1	1	-5	2

Shown as a hit in LEDGF integ inh (from the list above):
no.	SMILES	UHRF1 MBD2 ctr	HTRA1 inh	LEDGF integ inh	TCR CD3 inh	PG9 Ab binder	MBD2 DNA inh	Rev-erbA mod	PRMT1 inh
11	CCOC(=O)c1cnc2c(ccc3ccccc32)c1N	0	-11	60*	6	-1.1	-2	3	1

Record cards (already shown).
CCOc1ccc(N2C(=O)Nc3ccc(Br)cc3C2(O)C(=O)NC(C)C)cc1 (stereo unspecified) in the list: UHRF1 MBD2 ctr: 1; rCAG RNA binder: 2; HTRA1 inh: 7; ABHD4 inh: -6; LEDGF integ inh: -1; TCR CD3 inh: -3; PG9 Ab binder: -0.9; MBD2 DNA inh: -2; Rev-erbA mod: 0; PRMT1 inh: -1
CCCn1cc(CN2CCCC(CNC(=O)c3ccc(F)cc3)C2)c(C)n1 (stereo unspecified) in the list: UHRF1 MBD2 ctr: -1; rCAG RNA binder: -1; HTRA1 inh: -3; ABHD4 inh: 1; LEDGF integ inh: 0; TCR CD3 inh: 7; PG9 Ab binder: -0.4; MBD2 DNA inh: -2; Rev-erbA mod: -4; PRMT1 inh: 2

New compounds follow
31) CCOc1ccccc1O[C@H](c1ccccc1)[C@H]1CNCCO1
32) Cc1c(NC(=S)Nc2ccccc2C(F)(F)F)cccc1[N+](=O)[O-]
33) Cc1ccc(-c2nc(CS(=O)(=O)CC(=O)NC3CCC(C)CC3)c(C)o2)cc1 (stereo unspecified)
34) CC(OC(=O)c1ccc(Cl)c(S(=O)(=O)N2CCOCC2)c1)C(=O)NC1CCCCC1C (stereo unspecified)
35) O=C(NCCc1ccccc1C(F)(F)F)C1CCC(=O)N(CCCN2CCCC2=O)C1 (stereo unspecified)
36) CCCN(CC(=O)Nc1ccccc1C)CC(=O)Nc1ccc(Br)cc1F
37) Cc1ccc(C(=O)C=Cc2ccc3c(c2)OCO3)c(C)c1
38) c1ccc(C(=NNc2nc3ccccc3s2)c2ccccn2)cc1
39) Cc1cc(S(=O)(=O)ON2C(=O)c3ccccc3C2=O)ccc1F
40) C[C@H]1CN([C@@H](C)CO)C(=O)Cc2cc(NS(=O)(=O)c3ccc(Cl)cc3)ccc2O[C@@H]1CN(C)C(=O)Nc1cccc2ccccc12

screen / no.	31	32	33	34	35	36	37	38	39	40
UHRF1 MBD2 ctr	2	-2	4	2	5	-2	-1	0	0	3
rCAG RNA binder	2	-1	-5	-6	-4	1	1	5	0	12
HTRA1 inh	-1	1	-16	4	1	-23	-26	1	1	-9
ABHD4 inh	1	2	-3	3	-3	-10	-7	4	14	1
LEDGF integ inh	1	0	-3	1	7	2	1	-1	-4	3
TCR CD3 inh	3	1	-6	-4	-7	0	1	4	-2	-3
PG9 Ab binder	-1.6	-2.5	2.7	0.4	0.2	0.5	-2.5	0.7	-1.2	1.8
MBD2 DNA inh	-5	-2	-3	0	3	4	3	-2	-2	-5
Rev-erbA mod	0	-5	1	-1	1	-4	-4	13	4	-4
PRMT1 inh	-5	1	-5	-5	0	-2	-3	28*	4	-4

41) CCC(=O)N(c1nnc(SCC(=O)Nc2sccc2C(N)=O)s1)C1CC1
42) COc1ccc(C(C)c2cc3c(cc2OCC(=O)O)OCO3)cc1 (stereo unspecified)
43) CC1CN(C(=O)COC(=O)Cc2ccc(Cl)cc2)CC(C)O1 (stereo unspecified)
44) COC(=O)c1cc(-c2c(C)oc3cc(OC(C)C)ccc3c2=O)c(C)o1
45) CCOc1ccccc1NS(=O)(=O)c1cn(C)nc1C
46) Cc1ccc(NC(=O)C2C3C=CC4(CN(Cc5cccnc5)C(=O)C24)O3)cc1F (stereo unspecified)
47) NC(=O)CC(NC(=O)c1ccccc1)c1ccc(NCc2ccc(F)c(F)c2)c([N+](=O)[O-])c1 (stereo unspecified)

screen / no.	41	42	43	44	45	46	47
UHRF1 MBD2 ctr	0	1	-3	1	-2	4	3
rCAG RNA binder	8	10	-1	-7	0	6	7
HTRA1 inh	4	/	2	-3	-2	2	-11
ABHD4 inh	7	7	6	3	2	-1	-2
LEDGF integ inh	-2	2	5	1	3	0	1
TCR CD3 inh	0	5	5	0	5	1	3
PG9 Ab binder	-0.8	-2.3	0.5	3.0	-1.6	0.6	1.1
MBD2 DNA inh	4	-3	3	-1	2	-3	-1
Rev-erbA mod	-4	4	1	-8	7	0	7
PRMT1 inh	2	0	-2	-3	1	-8	1
